ASAP1 GAP inh: inhibitors of human ASAP1 ArfGAP activity, primary screen, biochemical, fluorescence polarization; inhibition, % at 16.5 µM; Arf-GAP with SH3 domain, ANK repeat and PH domain-containing protein 1 (Homo sapiens), …; ASAP1-stimulated ARF1 GTP hydrolysis, GDP FP detection; 360,000 tested, 0.19% active; AID 624377, 2012; in the data active means inhibition above about 25%;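 further: 0% = vehicle with enzyme and substrate and 100% = no enzyme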
SMARCA2 activ: SMARCA2 (BRM) function activators, primary screen, cell-based, luminescence, high throughput; MG213 cells, MMTV-luciferase reporter, dexamethasone, overnight; activation, % at 9.1 µM; 370,000 tested, 1% active; AID 652017, 2013; in the data active means activation above about 7.8%;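 further: 0% = vehicle wells and 100% = reference activator wells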
GC-B act: human GC-B receptor activators, primary screen, HEK293 GC-B cells, cGMP TR-FRET, EC30 CNP. 0% at EC30 CNP, 100% saturating CNP. activation, % at 10 µM. 370,000 tested, 0.11% active. AID 1920062, 2024;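 active means activation at 10 µM reaching about 35% in either raw or pattern-adjusted values, limit read from the data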
HTRA1 inh: HTRA1 serine protease inhibitors, primary screen, biochemical, fluorescence polarization, HTS | recombinant HTRA1, FP-rhodamine activity-based probe | inhibition, % at 5.96 µM | 340,000 tested, 0.5% active | AID 504803, 2011; in the data active means inhibition above about 36%;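 further: 0% = enzyme with DMSO and 100% = wells lacking enzyme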
rCAG RNA binder: binders of r(CAG) RNA repeats, primary screen, biochemical, fluorescence. inhibition, % at 3 µM. 370,000 tested, 1.3% active. r(CAG) RNA repeat, TO-PRO-1 dye displacement fluorescence;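 active means inhibition above the plate cutoff, the mean of all test compounds on that plate plus 3 SD, cut at about 35% in these data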;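 further: 0% = DMSO alone and 100% = 100 µM mitoxantrone as full dye displacement; higher means more dye released from RNA so lower well fluorescence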
NPR1 activator: GC-A stimulated cGMP production enhancers – HEK293 GC-A cells, cGMP TR-FRET, EC30 ANP, primary screen; 370,000 tested, 0.14% active; Atrial natriuretic peptide receptor 1 (Homo sapiens), P16066; activation, % at 10 µM; AID 1671463, 2021; 0% at EC30 ANP, 100% saturating ANP; in the data active means activation above about 40%
PG9 binder: binders of HIV-1 gp120 antibody PG9, primary screen, biochemical, TR-FRET; HIV-1 gp120 / PG9 antibody interaction; TR-FRET gp120-PG9 antibody binding; inhibition, % at 6.7 µM; 360,000 tested, 0.43% active; in the data active means inhibition above about 8.5%
NR1D1 modulator: modulators of Rev-erb alpha DNA binding, primary screen, biochemical, FITC-DNA, fluorescence polarization, uHTS | Nuclear receptor subfamily 1 group D member 1 (Homo sapiens), P20393 | Rev-erbα–FITC-DNA binding, 90 min | activity, % at 10 µM | 370,000 tested, 0.79% active | AID 1259318, 2017;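 active means activity above about 14%, limit read from the data; passing the limit was not always enough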;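 further: 0% = DMSO wells with 35 nM protein and 100% = DMSO wells with 750 nM protein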
Target sequence (P20393 whole entry, looked up): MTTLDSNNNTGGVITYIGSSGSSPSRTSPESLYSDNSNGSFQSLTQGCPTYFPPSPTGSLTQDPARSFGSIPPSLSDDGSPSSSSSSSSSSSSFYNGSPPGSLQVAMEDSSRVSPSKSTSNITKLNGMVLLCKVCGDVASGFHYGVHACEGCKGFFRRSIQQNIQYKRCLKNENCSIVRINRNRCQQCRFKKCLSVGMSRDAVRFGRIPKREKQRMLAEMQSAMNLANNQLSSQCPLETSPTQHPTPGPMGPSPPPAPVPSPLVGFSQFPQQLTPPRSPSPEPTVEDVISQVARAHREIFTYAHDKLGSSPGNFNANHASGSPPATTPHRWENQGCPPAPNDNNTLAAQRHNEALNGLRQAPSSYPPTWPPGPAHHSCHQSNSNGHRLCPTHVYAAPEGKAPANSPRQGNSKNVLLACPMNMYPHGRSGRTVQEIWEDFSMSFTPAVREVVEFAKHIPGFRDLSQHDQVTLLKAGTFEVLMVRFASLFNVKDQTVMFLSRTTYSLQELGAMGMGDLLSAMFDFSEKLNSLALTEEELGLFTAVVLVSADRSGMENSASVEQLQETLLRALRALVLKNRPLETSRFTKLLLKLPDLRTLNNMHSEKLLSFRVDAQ
ARFGAP1 inhibitor: inhibitors of rat ARFGAP1 GAP activity, primary screen, biochemical, fluorescence polarization, GDP tracer; ADP-ribosylation factor GTPase-activating protein 1 (Rattus norvegicus), Q62848; Arfgap1-stimulated ARF1 GTP hydrolysis, GDP FP detection; inhibition, % at 16.5 µM; 360,000 tested, 0.26% active;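 active means inhibition above a per-plate limit, mean inhibition of low control wells plus 3 SD, cut at about 25% in these data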;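 further: 0% = DMSO wells with enzyme and 100% = wells lacking Arfgap1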
Target sequence (Q62848 1-136 limits assumed): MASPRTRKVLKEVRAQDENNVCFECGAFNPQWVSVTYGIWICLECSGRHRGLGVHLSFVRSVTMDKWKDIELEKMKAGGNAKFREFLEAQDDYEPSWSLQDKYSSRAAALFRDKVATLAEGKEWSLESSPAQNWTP
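Material: rat Arfgap1 catalytic domain, aa 1-136; also added: human ARF1(Δ1-17)-GTP substrate; compound dosing: one concentration, 16.5 µM, DMSO 1.26%; incubation: GTP hydrolysis reaction 2 h at 25 °C; measured by: Tracer-displacement fluorescence polarization with EDTA stop, 620/688 nm; evaluation: % inhibition from polarization; repeats: one replicate per compound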
mABHD4 FP: ABHD4 inhibitors, primary screen, biochemical, fluorescence polarization, mouse | inhibition, % at 8.92 µM | purified mABHD4, FP-Rh probe fluorescence polarization | 370,000 tested, 0.54% active | AID 720543, 2013 | (Lyso)-N-acylphosphatidylethanolamine lipase (Mus musculus), Q8VD66;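 active means inhibition exceeding the mean over every tested compound plus 3 SD, cut at about 30% in these data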;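 further: 0% = plate median of compound wells and 100% = S159A mutant with DMSO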
Target sequence (Q8VD66 whole entry, looked up): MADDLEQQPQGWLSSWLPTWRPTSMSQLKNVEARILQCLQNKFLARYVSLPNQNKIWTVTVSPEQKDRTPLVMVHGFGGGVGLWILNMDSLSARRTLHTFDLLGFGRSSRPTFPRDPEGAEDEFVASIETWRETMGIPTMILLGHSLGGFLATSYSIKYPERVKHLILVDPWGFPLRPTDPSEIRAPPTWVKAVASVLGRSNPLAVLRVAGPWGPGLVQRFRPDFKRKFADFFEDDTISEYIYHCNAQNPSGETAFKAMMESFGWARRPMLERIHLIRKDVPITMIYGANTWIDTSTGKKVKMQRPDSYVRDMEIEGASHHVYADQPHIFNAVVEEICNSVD
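System: mouse ABHD4 enzyme, wild type / Medium: HEPES pH 7.0, NaCl, Pluronic buffer / Reagent: FP-Rh activity-based fluorescent probe / Control set: S159A mutant high control, sample median low control / Detection: fluorescence polarization with parallel and perpendicular emission, 525/598 nm / Schedule: 45 min + 60 min at 25 °C / Compound dosing: 8.92 µM, single dose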
Starred values were filed as active, the others as inactive; x = not tested or not shown; & = joins results of further samples.

SMILES	ASAP1 GAP inh	SMARCA2 activ	GC-B act	HTRA1 inh	rCAG RNA binder	NPR1 activator	PG9 binder	NR1D1 modulator	ARFGAP1 inhibitor	mABHD4 FP
CCC(=O)Nc1ccnc(-c2cccnc2)n1	1	2	-9	2	-2	0	4.1	-2	3	5
CCCCN(C)C(=O)c1cc2cc([N+](=O)[O-])cc(OC)c2oc1=O	-4	0	4	0	-2	2	1.9	-1	5	8
COC(=O)c1c(C)[nH]c(O)c1C=Nc1ccc(Oc2ccccc2)cc1	10	0	-2	-1	11	-2	0.1	1	6	6
COc1cc2[nH]c(-c3ccc(C)cc3)cc(=O)c2cc1OC	5	3	-4	2	2	7	0.1	0	18	-2
CC1=C(C(=O)OCC2CCCO2)C(c2cccc(O)c2)NC(=O)N1 (stereo unspecified)	-3	-2	4	-5	0	-1	-0.5	5	5	2
CCOC(=O)C1CCCN(c2cc(=O)n(Cc3ccc(F)cc3)c(=O)[nH]2)C1 (stereo unspecified)	-3	0	-3	1	0	-1	-1.1	-4	-1	-1
NC(=O)COC(=O)c1ccccc1OCc1ccccc1	8	-2	2	-3	0	-2	0.4	1	-11	-1
Nc1nc2n(n1)C(c1ccc(F)cc1)CC(c1ccc(F)cc1)N2 (stereo unspecified)	4	-3	1	-3	-5	0	3.1	-1	-7	2
COc1cc(/C=C2/SC(=S)N(Cc3ccccc3)C2=O)ccc1O	10	2	2	-68	55*	2	-3.3	-4	6	-69
O=C(Nc1ccc(Br)cc1)c1cc(S(=O)(=O)Nc2ccccn2)ccc1Cl	4	0	2	-4	15	-1	-1.7	3	9	3
O=C(CN1CCCCC1)Nc1ccc(S(=O)(=O)N2CCCCCC2)cc1	2	-1	-3	0	-5	-1	-0.2	-7	0	0
CC1=C(C(=O)N(C)C)CC(CC(=O)NCCCCc2ccccc2)C(=O)N1CCC1=CCCCC1 (stereo unspecified)	4	-7	-1	-4	-3	-3	0.8	4	-6	3
COc1ccc(/C=C/C(=O)OCC(=O)N2c3ccccc3CC2C)c(OC)c1 (stereo unspecified)	-10	5	-3	-10	2	-1	-0.4	0	4	-4
Cc1cc(Nc2cccc(C(F)(F)F)c2)n2nc(C)nc2n1	-13	1	3	10	-2	3	-1.3	-4	-3	-2
C=CCOC(=O)C1=C(C)Nc2nc3ccccc3n2C1c1ccncc1 (stereo unspecified)	7	0	-1	-3	-3	-1	-1.3	4	14	0
O=C(NCc1ccccn1)C1CN(S(=O)(=O)c2ccccc2)CCN1S(=O)(=O)c1ccccc1 (stereo unspecified)	5	-2	2	x	-3	2	-0.2	3	8	0
Cc1cnc(NC(=O)CSc2ccc(Cl)cc2)s1	-10	-4	-1	-8	5	-1	-0.4	3	-10	-17
Cc1ccc(CSc2nnc(-c3cnccn3)n2C)cc1	-11	-4	3	6	-3	0	0.7	-8	-5	5
C[n+]1ccccc1/C=C/c1ccc(C#N)cc1	-5	-4	5	1	4	-1	0.5	-4	7	7
CC(C)CC(O)(CC(C)C)C(=O)NNc1ccccc1	10	-2	-5	34	1	0	0.7	3	6	0
Cc1ccc(C)c(OCC(O)CN2CCC(Cc3ccccc3)CC2)c1 (stereo unspecified)	-6	-2	-6	-11	-10	0	-1.4	-2	17	6
CCCn1nc(CC(=O)OCC)c2ccccc2c1=O	-5	-3	10	2	1	8	0.8	-3	-2	-5
Cc1cc(C(=O)c2ccc(C(C)(C)C)cc2)c(NC(=O)CCl)s1	10	0	2	-18	1	0	-0.7	-2	8	-1
CCC(=O)Nc1cccc(-c2cn3ccsc3n2)c1	-3	3	-4	3	-3	0	-0.2	0	11	9
O=C(O)Cn1c(CCS(=O)(=O)c2ccc(Br)cc2)nc2ccccc21	-8	0	-3	-2	5	0	-0.8	0	8	3

Arranged by SMILES length (largest number first): part of the list above.
SMILES	ASAP1 GAP inh	SMARCA2 activ	GC-B act	HTRA1 inh	rCAG RNA binder	NPR1 activator	PG9 binder	NR1D1 modulator	ARFGAP1 inhibitor	mABHD4 FP
CC1=C(C(=O)N(C)C)CC(CC(=O)NCCCCc2ccccc2)C(=O)N1CCC1=CCCCC1 (stereo unspecified)	4	-7	-1	-4	-3	-3	0.8	4	-6	3
CCCCN(C)C(=O)c1cc2cc([N+](=O)[O-])cc(OC)c2oc1=O	-4	0	4	0	-2	2	1.9	-1	5	8
CC1=C(C(=O)OCC2CCCO2)C(c2cccc(O)c2)NC(=O)N1 (stereo unspecified)	-3	-2	4	-5	0	-1	-0.5	5	5	2
Nc1nc2n(n1)C(c1ccc(F)cc1)CC(c1ccc(F)cc1)N2 (stereo unspecified)	4	-3	1	-3	-5	0	3.1	-1	-7	2
NC(=O)COC(=O)c1ccccc1OCc1ccccc1	8	-2	2	-3	0	-2	0.4	1	-11	-1

(continued)
SMILES	ASAP1 GAP inh	SMARCA2 activ	GC-B act	HTRA1 inh	rCAG RNA binder	NPR1 activator	PG9 binder	NR1D1 modulator	ARFGAP1 inhibitor	mABHD4 FP
Cc1cccc(CSCc2ccc(C(=O)NC(C)C)o2)c1	0	-1	-5	-10	-6	2	-2.5	3	13	-1
CCn1cc(-c2cc(C(=O)O)c3ccccc3n2)c(C)n1	-1	3	-3	3	0	3	-2.7	-8	-10	7
O=S(=O)(NCc1ccccc1)c1ccc(S(=O)(=O)N(Cc2cccs2)CC2CCCO2)cc1 (stereo unspecified)	4	-3	-1	-17	7	-4	-1.0	5	4	-5
COc1ccccc1N1CCN(C(=O)c2cccc(N3C(=O)NC4CC3(C)Oc3ccccc34)c2)CC1 (stereo unspecified)	-6	-1	3	4	-7	3	-0.2	-4	7	-2
COC(=O)c1ccc(C(=O)OC)c(NC(=O)CSCc2ccc(Cl)cc2)c1	-13	1	-5	-4	4	-4	-1.4	4	-8	0
CN1C(=O)[C@H]2[C@@H](c3ccccc3)N[C@]3(CCCN(Cc4ccco4)C3=O)[C@H]2C1=O	8	0	5	6	4	1	-0.6	-4	-6	0
C=CCc1cccc(Cl)c1OCCON1C(=O)CCC1=O	6	-1	3	0	-1	1	-0.7	-2	-9	5
Cc1cccc(NC(=O)Cn2nnc(-c3cccs3)n2)c1C	-6	-2	0	-3	0	5	1.3	-6	-1	4
CCOC(=O)c1nnc2cc(-c3ccccc3)nn2c1C	-3	0	-2	-11	-4	4	-0.8	4	0	4
Cc1cccc(NC(=O)c2cc([N+](=O)[O-])ccc2N2CCCCC2)n1	2	-4	13	-10	-3	11	-1.2	-1	9	2
O=C(C[C@H]1C/C=C/CC[C@H](Cc2ccc(F)cc2)C(=O)O[C@H](c2ccccc2)CNC1=O)NCCO	-14	3	0	-7	-2	3	-0.9	2	0	-3
C=CCNS(=O)(=O)c1ccc2nsnc2c1	-1	-4	2	-1	0	0	1.8	-4	-8	-2
CCn1ccnc1CN(C)C(=O)c1cc(COc2ccc(-n3cncn3)cc2)on1	7	1	3	6	-5	-1	-2.0	-4	-5	5
c1ccc(SCc2nc3ccccc3[nH]2)cc1	-3	2	-3	8	2	-2	-1.8	0	0	-2
COCCCNC(=O)C1=CCN(S(=O)(=O)c2ccc(OC)cc2)CC1	-10	-3	-2	7	4	5	0.3	-4	9	-3
CCOc1ccc(/C=N/NC(=O)c2nnn(-c3nonc3N)c2-c2ccc(OCC)cc2)cc1	-5	-2	6	-13	4	1	-0.7	-3	13	0
CCOC(=O)c1cc(NC(=O)CC(C)(C)CC(=O)O)ccc1N1CCCCC1	-14	-3	-3	5	7	1	-0.7	-3	-8	1
O=C(O)c1cccc(S(=O)(=O)NCC2CCCO2)c1 (stereo unspecified)	0	-1	4	3	-1	1	-0.8	9	9	0
CC(C)NCC(O)c1ccc2ccccc2c1 (stereo unspecified)	3	0	2	4	1	0	0.3	-3&-2	2	0
Cc1c(C(=O)N(Cc2ccccc2)Cc2cccs2)cnn1-c1ccc(Cl)cc1	14	-2	-6	x	-2	-2	-1.3	-2	-6	-3
COc1ccc(Cn2ccc3ccc(-c4ccc5ccn(Cc6ccc(C#N)cc6)c5c4)cc32)cc1	x	0	-1	x	13	0	x	38*	x	-1
COc1cc(NS(=O)(=O)c2ccc(NC(=S)NC(=O)C3CCCC3)cc2)nc(OC)n1	4	0	0	-5	45*	4	-3.5	-4	-3	-8
COCCNC(=O)CSc1ccccc1C(=O)O	-14	-1	3	4	1	-1	-0.8	-6	-2	3
CN(CCNC(=O)c1cccc(N2CCCC2=O)c1)Cc1ccccc1	5	-1	-1	1	-10	0	-0.1	-1	11	5
O=C(CSc1nnc(-c2cccs2)o1)c1cccs1	15	8.0*	4	-3	0	1	-1.9	-4	9	2
Next structures follow.
SMILES	ASAP1 GAP inh	SMARCA2 activ	GC-B act	HTRA1 inh	rCAG RNA binder	NPR1 activator	PG9 binder	NR1D1 modulator	ARFGAP1 inhibitor	mABHD4 FP
CC(O)CC(=O)NOCc1ccccc1 (stereo unspecified)	3	-4	5	-1	2	-1	1.8	3	11	1
CC1(C)Cc2ccccc2C(CSc2ccccc2C(=O)O)=N1	-14	-3	1	-1	2	1	1.6	1	-1	10
O=C(COC(=O)c1ccccc1O)NCC1COc2ccccc2O1 (stereo unspecified)	-23	-4	-3	3	-1	-1	-2.2	2	5	-15
COc1ccc(N2C(=O)CSC2c2ccncc2)cc1 (stereo unspecified)	-4	-4	x	-1	-3	x	1.0	x	-4	9
Cc1oc2c(CN(C)C)c(O)ccc2c(=O)c1-c1ccc2ccccc2n1	8	-3	3	1	-1	-3	0.5	8	-4	10
CN1CCN(C(=O)/C(=C/c2cn(C)c3ccccc23)NC(=O)c2ccccc2)CC1	2	-2	0	3	-5	-3	-1.5	2	-19	2
Cc1ccc(CNC(=O)C2CCCN(S(=O)(=O)N3CC(C)CC(C)C3)C2)cc1 (stereo unspecified)	2	-5	5	0	-8	-4	-0.8	3	20	0
COc1ccc(NC(=S)NCCCn2ccnc2)cc1	1	-1	3	-3	1	-2	-1.9	-7	0	4
O=c1cc(N2CCc3ccccc32)[nH]c(=O)n1-c1ccc(Br)cc1	-2	-1	12	-2	15	-1	-1.1	-5	-3	14
CCSCc1nnc(SCC(=O)c2ccc(OC)cc2)n1C	-8	0	3	1	-2	3	-2.0	-2	-10	2
Cc1ccc(S(=O)(=O)N2CCCCC2)cc1C(=O)OC1CCCCC1=O (stereo unspecified)	-7	-2	-2	-2	-2	1	-0.1	5	-13	2
O=C(NC(=S)Nc1cc(C(F)(F)F)ccc1Cl)c1ccccc1	1	0	-9	-8	1	-1	0.1	2	2	-6
CCNc1ccc(C(=O)OCC(=O)NCc2ccccc2Cl)cc1[N+](=O)[O-]	6	-2	-4	4	14	-2	-2.7	1	9	-1
COC(=O)/C=C1\OCc2cc(OC)c(OC)cc21	-13	1	7	x	3	-3	2.4	-3	2	-4
